High-throughput results: PubChem BioAssay, several laboratories
LYP inhibition = inhibitors of LYP phosphatase, biochemical, fluorescence intensity, uHTS (AID 1779); Tyrosine-protein phosphatase non-receptor type 22 (Homo sapiens); recombinant LYP phosphatase, fluorescence intensity; higher % means a stronger effect; inhibition, % at 11.5 µM, or IC50 in µM where a hit was titrated; hit rate 0.054% among 290,000; in the data active = inhibition above about 50%;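 note: plate controls were vehicle with enzyme for no effect and no enzyme for full effect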
Lipid droplet = inhibitors of hepatocyte lipid droplet formation, primary screen, imaging, high-throughput imaging, BODIPY stain. AML12 mouse hepatocytes, oleate lipid droplets. inhibition, % at 6.5 µM. hit rate 0.4% among 240,000. AID 1656, 2009;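 active = lipid droplet intensity inhibited by at least 50%, with more than 500 cells counted; inconclusive = wells with under 300 cells, treated as cytotoxic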
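Assay system: AML12 mouse liver cells | Compound: 6.5 µM single-point dosing | Schedule: Overnight exposure | Technique: Fluorescence imaging, 20x objective, two fields per well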
SV40 large T antigen = SV40 large T antigen inhibitors, biochemical (AID 1903); inhibition, % at 20 µM; hits with a dose series show IC50 in µM; SV40 large T antigen ATPase/helicase inhibition assay; higher % means a stronger effect; hit rate 0.39% among 310,000; in the data active = a potency from the dose series; inconclusive = inhibition mostly from about 32% at the one dose, without a potency; inactive = the rest, 99 in 100 with inhibition below about 32%; note: strong numbers were not always called active
MgcRacGAP inhibition = MgcRacGAP GTPase-activating activity inhibitors, confirmation, biochemical, ADP Hunter fluorescence. Rac GTPase-activating protein 1 (Homo sapiens). MgcRacGAP-stimulated Rac1 GTP hydrolysis, ADP Hunter fluorescence; higher % means a stronger effect; GST-tagged Rac1 F28L mutant substrate. inhibition, % at 30 µM, or IC50 in µM where a hit was titrated. hit rate 0.6% among 340,000;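 active = first-screen hits whose inhibition reached a set limit at any dose in the follow-up dose series; inconclusive = inhibition above the set first-screen limit but never retested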;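 note: fluorescence reports GDP produced by GAP-driven GTP hydrolysis; strong numbers were not always called active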
GPR55 antagonists = GPR55 antagonists blocking LPI-driven arrestin recruitment, primary screen, imaging, U2OS, beta-arrestin-GFP, LPI agonist (AID 2013). G-protein coupled receptor 55 (Homo sapiens). U2OS GPR55 beta-arrestin-GFP translocation imaging, LPI antagonism; higher % means a stronger effect. inhibition, % at 10 µM, or IC50 in µM where a hit was titrated. hit rate 0.13% among 290,000;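 active = spots per cell inhibited over 60%, with over 100 cells counted and total cytoplasm intensity under 500,000; inconclusive = wells with under 100 cells, flagged as likely toxic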;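 note: U2OS cells stably carrying GPR55 and arrestin-GFP stimulated by 5 µM LPI near EC80; imaged beta-arrestin-GFP aggregate spots per cell after agonist stimulation; plate controls were LPI-stimulated DMSO wells for no effect and DMSO wells without LPI for full effect; some results filed as inactive read as strong as hits; confirmed hits need IC50 under 10 µM and bright autofluorescent wells are also inconclusive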
T cell modulator = modulators of CD8 T cell-vesicle binding, primary screen, mouse 2C CD8+ T cells, flow cytometry; AID 2052, 2009; calls only at 7 µM; hit rate 0.068% among 330,000; 2C CD8+ T cell-vesicle binding; hits give low values;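 active = response, share of CD8 T cells binding vesicles, and their 90th percentile fluorescence all below set limits, cut at about 80% in these data, passing the limit was not always enough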
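incubation = binding step 1.5 h, 37 °C, antibody labelling 20 min, ice | test system = 2C mouse CD8+ T cells | read-out basis = percent CD8+ FL2 mean versus row control | controls = Peptide-free naked vesicles (low) and QL9 vesicles with 0.7% DMSO vehicle (high) | detection = flow cytometry of vesicle-bound cells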
NTR1 ag = agonists of NTR1, primary screen, imaging, U2OS cells, beta-arrestin-GFP, high content (AID 493036); Neurotensin receptor type 1 (Homo sapiens), P30989; NTR1-U2OS beta-arrestin-GFP spot imaging, agonist mode; activation, % at 20 µM; hit rate 0.17% among 330,000;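 active = activation at or above 40% of the spot to cytoplasm intensity ratio, with at least 20 cells analyzed; inconclusive = wells under 20 cells, flagged as cytotoxic or low count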;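 note: 0% = DMSO without peptide and 100% = 100 nM NTR1 peptide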
Target sequence (P30989 whole entry, looked up): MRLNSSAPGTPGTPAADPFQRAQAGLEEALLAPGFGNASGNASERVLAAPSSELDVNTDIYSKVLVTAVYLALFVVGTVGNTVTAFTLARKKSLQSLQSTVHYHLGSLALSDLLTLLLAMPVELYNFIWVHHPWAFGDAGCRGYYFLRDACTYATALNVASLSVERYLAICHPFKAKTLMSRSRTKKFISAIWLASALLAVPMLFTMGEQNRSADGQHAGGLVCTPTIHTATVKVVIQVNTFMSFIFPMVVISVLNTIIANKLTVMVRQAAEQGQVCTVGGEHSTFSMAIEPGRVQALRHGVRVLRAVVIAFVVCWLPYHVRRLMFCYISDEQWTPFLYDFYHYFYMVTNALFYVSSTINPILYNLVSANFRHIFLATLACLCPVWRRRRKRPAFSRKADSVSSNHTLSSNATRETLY
GPR55 activation = GPR55 agonists via beta-arrestin recruitment, primary screen, imaging, U2OS cells, beta-arrestin-GFP redistribution (AID 1961). G-protein coupled receptor 55 (Homo sapiens). U2OS GPR55 beta-arrestin-GFP redistribution imaging; higher % means a stronger effect. hit rate 0.048% among 290,000. activation, % at 10 µM, or EC50 in µM where a hit was titrated;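 active = activation above 40% with more than 50 cells counted in the well; inconclusive = wells holding fewer than 50 cells, flagged as toxic or sparse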;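 note: U2OS osteosarcoma cells stably expressing GPR55 and beta-arrestin-GFP; plate controls were DMSO negative control for no effect and LPI positive control for full effect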
GPR35 arrestin U2OS = GPR35 antagonists blocking zaprinast-driven arrestin recruitment, primary screen, imaging, U2OS, beta-arrestin-GFP, zaprinast agonist (AID 2058) | G-protein coupled receptor 35 (Homo sapiens) | inhibition, % at 10 µM, or IC50 in µM where a hit was titrated | hit rate 0.052% among 290,000 | U2OS GPR35 beta-arrestin-GFP translocation imaging, zaprinast antagonism; higher % means a stronger effect;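 active = inhibition of at least 50% with at least 30 cells and total cytoplasm GFP at most 10,000,000; inconclusive = under 30 cells or total GFP of 10,000,000 plus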
Lipid droplet cells 6.5 µM = recorded beside Lipid droplet, whose call it bears; cell count; measured here: cell count, cytotoxicity flag;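 cells counted across two imaged fields per well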
T cell modulator vesicle-bound % = recorded beside T cell modulator, whose call it bears; double positive events, %; measured here: CD8+ vesicle-bound cell fraction;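 binding gate set so that unloaded-vesicle control wells show 10% double positive cells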
NTR1 ag cell count 20 µM = recorded beside NTR1 ag, whose call it bears; cell count; measured here: cell count, cytotoxicity flag
Active calls of the source: *; i = inactive; ? = inconclusive; . = no result given; & = joins results of further samples.

Sequence of screens – LYP inhibition, Lipid droplet, Lipid droplet cells 6.5 µM, SV40 large T antigen, MgcRacGAP inhibition, GPR55 antagonists, T cell modulator, T cell modulator vesicle-bound %, NTR1 ag, NTR1 ag cell count 20 µM, GPR55 activation, GPR35 arrestin U2OS
CCOC(=O)C1=C(CNCc2ccccc2Cl)NC(=O)NC1c1ccc2c(c1)OCO2 (centres undefined)
    3%, -5, 736, 1%, 7%, 4%, i, 30, -1.3, 40, 0.2%, -7%
Cc1ccc(C(=O)NC2CCCCCC2)cc1N1CCCC1=O
    -5%, ., ., 10%, 7%, -2%, i, 63, 0.5, 60, -0.1%, 8%
CCOC(=O)c1cc(NC(=O)c2cccs2)ccc1N1CCOCC1
    -6%, -2, 700, 5%, 11%, 0%, i, 29, -1.9, 47, 0.1%, -1%
CCOc1ccc(NC(=O)CSC(N)=O)cc1
    0%, ., ., 6%, 14%, 0%, i, 31, 2.1, 43, 2.0%, 5%
FC(F)Sc1ccc(NC(=S)NCC2CCCCC2)cc1
    -1%, ., ., -1%, 3%, -10%, i, 38, 8.0, 65, -0.1%, 9%
CCOC(=O)NNC(=O)c1[nH]c2ccc(Br)cc2c1-c1ccccc1
    -1%, ., ., 24%, 10%, 15%, i, 50, 9.3, 100, 0.4%, 9%
COc1ccc(NC(=O)c2ccco2)cc1NC(=O)c1ccc(C)cc1
    -5%, ., ., 1%, 4%, 15%, i, 51, 0.2, 82, -0.1%, 12%
CCN(CC)c1ccc(-c2n[nH]c(=S)n2-c2ccccc2)cc1
    0%, -7, 675, 17%, 7%, 2%, i, 29, 2.1, 22, -0.1%, -21%
COCCNC(=O)c1ccc2c(c1)ncn2-c1ccc(C)c(Cl)c1
    -8%, -10, 800, 13%, 5%, -2%, i, 28, 0.4, 39, 0.3%, -7%
Cc1cc([N+](=O)[O-])ccc1NC(=O)c1sc2ncn(CC(=O)N3CCOCC3)c(=O)c2c1C
    -6%, 10, 636, 4%, 2%, -17%, i, 16, 1.2, 68, -0.3%, -4%
Cc1ccc(NC(=S)N/N=C/c2ccc(Cl)c([N+](=O)[O-])c2)cc1
    -6%, 1, 718, 10%, 9%, 14%, i, 21, 7.7, 74, 0.2%, 3%
O=C(Cc1ccc([N+](=O)[O-])cc1)Nc1nccs1
    -6%, -1, 675, 8%, 8%, -20%, i, 6, -0.1, 53, -0.1%, 2%
CC1(C)N=C(N)N=C(N)N1c1ccccc1
    -13%, -22, 433, -1%, 0%, -2%, i, 23, 1.4, 63, -0.1%, -5%
C[C@@]12CC(=O)NC1N(C(=O)c1cccc(C(F)(F)F)c1)C(c1ccccc1OC(=O)c1cccc(C(F)(F)F)c1)C2 (some centres undefined)
    9%, 10, 767, 8%, 0%, 1%, i, 35, 4.5, 81, 0.6%, -6%
COc1cccc(C(=O)C2CCCN(Cc3cn[nH]c3C3CCCCC3)C2)c1 (centres undefined)
    -2%, -3, 705, 4%, ., -2%, i, 26, -1.5, 31, -0.3%, 13%
CCOCCCNC(=O)C1CCC(CNS(=O)(=O)c2ccc(OC)cc2)CC1 (centres undefined)
    -3%, -10, 701, 9%, 1%, 7%, i, 36, 0.3, 66, -1.2%, -4%
Cc1nn(CC(O)Cn2c3c(c4ccccc42)CCN(C)C3=O)c(C)c1Br (centres undefined)
    1%, -9, 759, 25%, 5%, 18%, i, 33, 2.6, 77, 0.0%, 8%
Cc1ccc(/C=C2\SC(=S)N(CCCC(=O)Nc3cccc(C(=O)O)c3)C2=O)cc1
    -4%, -5, 707, 1%, 14%, 8%, i, 53, 1.8, 62, 1.5µM*, <0.5µM*
CC(C)Cc1ccc(C(=O)NCCOc2ccccc2)o1
    -8%, -69, 697, 19%, 6%, 4%, i, 30, 1.0, 50, 0.1%, -6%
Cn1cc(CNCc2cn[nH]c2-c2ccc(F)cc2)c(-c2ccc3c(c2)OCCO3)n1
    -3%, 10, 707, -1%, 13%, 16%, i, 32, -1.8, 68, -0.1%, -7%
CCOC(=O)C1(CCOC)CCN(Cc2cc3ccccc3s2)CC1
    -9%, 0, 768, 9%, 11%, 5%, i, 8, 1.5, 49, -0.2%, 3%
CC1=CCC2C(=O)N(c3nc4ccccc4n3C)C(=O)C2C1 (centres undefined)
    0%, -1, 687, 17%, 7%, 3%, i, 18, 1.4, 81, -0.1%, -15%
O=C(CSc1nnc(Cc2ccccc2)n1-c1cccc(Cl)c1)N1CCOCC1
    -7%, -21, 661, -7%, -1%, 10%, i, 28, 2.7, 98, -0.2%, -6%
O=C1CN(C(=O)c2cccs2)c2ccccc2N1
    -3%, ., ., 12%, 0%, 3%, i, 56, -1.1, 81, 0.1%, 2%
CCCCCOC(=O)c1[nH]c2c(c1C)C(=O)CC(c1ccco1)C2 (centres undefined)
    0%, ?, ., -10%, 9%, -7%, i, 47, -2.1, 44, 0.2%, 1%
CCS(=O)(=O)C1=NSC2=NC(=O)/C(=C\c3ccc(OC(=O)c4ccco4)c(OC)c3)C(=N)N21
    -8%, -1, 708, 11%, 21%, -4%, i, 42, -1.9, 47, 0.3%, 9%
Nc1nonc1C(=O)NCCNCc1ccccc1OCc1ccccc1F
    -6%, ., ., 3%, 7%, 2%, i, 3, -2.3, 102, -0.1%, 10%
NNC(=O)CN1C(c2ccc(Br)cc2)=Nc2ccc(Br)cc2C1c1ccccc1 (centres undefined)
    11%, 27, 666, 18%, 5%, -1%, i, 11, 0.2, 52, -0.2%, -9%
CCCCc1ccc(Nc2ncccc2C#N)cc1
    -8%, ., ., 2%, 9%, 7%, i, 18, 3.1, 50, -0.1%, 19%
NC(=NCCc1ccccc1)NS(=O)(=O)c1ccccc1F
    -8%, -21, 728, 9%, 11%, 18%, i, 26, 0.6, 68, -0.1%, -4%
CC(=O)N1N=C(c2ccc(NS(C)(=O)=O)cc2)CC1c1ccc2nccnc2c1 (centres undefined)
    0%, 11, 720, 8%, -1%, 13%, i, 20, -0.9, 56, 0.2%, 18%
O=C(C(O)c1ccccc1)N1N=C(c2ccccc2)CC1(O)C(F)(F)F (centres undefined)
    -6%, ., ., 14%, 3%, 18%, i, 48, 0.2, 93, -0.1%, 3%
O=C1c2ccccc2C(=O)N1CCCc1nc(-c2cccnc2)no1
    -4%, -26, 757, -3%, 3%, -2%, i, 11, 0.0, 91, 0.3%, 2%
O=c1[nH]c(Nc2ccccn2)cc2ccccc12
    ., ., ., 11%, 6%, ., i, 9, 1.9, 60, ., .
CC(=O)NCCc1nc2ccccc2n1CCc1ccccc1
    -7%, 0, 751, -2%, 0%, 0%, ., ., ., ., -0.1%, -11%
CC1CCCN(C(=O)COC(=O)c2ccc3[nH]c4c(c3c2)CCCC4)C1 (centres undefined)
    ., ., ., 1%, 8%, ., i, 52, 7.2, 69, ., .
CC(c1ccccc1)N1CCC(CNC(=S)Nc2cccc(Cl)c2)C1 (centres undefined)
    -4%, -2, 680, 17%, 5%, 20%, i, 22, -0.2, 60, 0.1%, -8%
Cc1nn2c3ccccc3nc2c2ccccc12
    -6%, ., ., 14%, 5%, -2%, i, 43, 4.0, 69, -0.1%, 15%
O=C(Nc1ccc(Oc2cccc(C(F)(F)F)c2)nc1)c1ccco1
    -5%, 0, 739, 5%, 6%, 8%, i, 43, 1.5, 46, -0.1%, 14%
Cc1ccc(S(=O)(=O)CCC(=O)OCC(=O)NC2CCS(=O)(=O)C2)cc1 (centres undefined)
    ., ., ., 8%, 7%, ., i, 47, -1.2, 57, ., .
Cc1c(Cl)cccc1NC(=O)c1cc(-c2ccccc2O)n[nH]1
    -3%, 11, 739, 1%, 7%, 4%, i, 38, 10, 38, -0.1%, 1%
CCOc1ccc(OCC)c(NC(=O)C(NS(=O)(=O)c2ccc3c(c2)oc(=O)n3C)C(C)C)c1 (centres undefined)
    -8%, ., ., 4%, -2%, 1%, i, 54, 0.7, 64, -0.1%, -2%
Cc1c(NC(=O)/C(C#N)=C/c2cccs2)c(=O)n(-c2ccccc2)n1C
    -1%, -3, 669, -4%, 10%, 5%, i, 42, -0.8, 100, -0.4%, -3%
O=C(NC(Cc1ccccc1)C(=O)O)/C(=C\c1ccc(Cl)cc1)NC(=O)c1ccco1 (centres undefined)
    -2%, -3, 827, 8%, 4%, 2%, i, 60, -0.6, 83, 0.0%, -9%
O=C(O)CCc1ccc(-c2cccs2)n1Cc1ccco1
    -8%, -6, 794, 30%, 15%, -6%, i, 5, 2.7, 53, 0.0%, -6%
O=C(NCc1cccnc1)c1cccc2c1C(=O)N(Cc1cccnc1)C2
    -6%, 15, 829, 8%, 7%, 12%, i, 43, 1.1, 82, -0.2%, -6%
Brc1ccc(-c2cn3ccccc3n2)cc1
    -1%, 0, 723, 9%, -1%, 5%, i, 55, 5.7, 66, -0.3%, -13%
COCC1CCN(C(=O)C2CCC(=O)N(CCc3ccc(Cl)cc3)C2)CC1 (centres undefined)
    -7%, -12, 730, 10%, 3%, 12%, i, 68, -0.8, 84, 0.1%, 6%
O=c1[nH]c2ccccc2nc1Cc1ccccc1
    -6%, ., ., 3%, 16%, 17%, i, 20, 1.1, 28, 0.5%, 10%
CN(C)CC/C=C1/c2ccccc2Sc2ccc(Cl)cc21
    0%, 18, 649, 9%&2%, 10%, 6%, i, 32&14, 0.6&2.2, 64&61, 0.3%, -9%
Cc1c(C(=O)N2CCCCCC2)c(S(=O)(=O)Nc2ccccc2F)c(C)n1C
    -7%, -13, 801, 9%, -6%, 11%, i, 5, 1.5, 41, 0.3%, 4%
CC(=O)c1ccc(NC(=O)C(C)n2c3ccccc3c3nc(=O)cc(C)n32)cc1 (centres undefined)
    -6%, -16, 710, 4%, 8%, -14%, i, 26, -0.6, 75, -0.1%, -1%
